DYRK1A inh: inhibitors of rat Dyrk1A kinase | AID 504441 | inhibition, % at 12.5 µM | 310,000 tested, 0.43% active | ADP-Glo luminescence, NFATc1 peptide; in the data active = inhibition above about 50%;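 note: plate controls were vehicle with enzyme for no effect and no enzyme for full effect; many of its hits are not listed in these tables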
KCNK3 block: human KCNK3 channel inhibition, primary screen; CHO-KCNK3 thallium flux, FluxOR fluorescence; stronger effect = lower value; B-score at 10 µM; 340,000 tested, 0.84% active; AID 602410;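 active = B-score under library mean minus 4 SD, starting fluorescence ratio at most library mean plus 5 SD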;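 note: more negative B-score means stronger inhibition of thallium flux through KCNK3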
KCNK9 inh: blocks the human KCNK9 two-pore domain potassium channel; B-score at 10 µM; Q9NPC2; 310,000 tested, 1.2% active; HEK293 KCNK9, FluxOR thallium flux fluorescence; stronger effect = lower value;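 active = ratio B-score over 3 SD below the library mean, with starting fluorescence within 5 SD of its mean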;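 note: negative B-score means less thallium flux so channel inhibition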
TMEM16A act: activates or potentiates the mouse TMEM16A chloride channel | Q8BHY3 | HEK293 TMEM16A/YFP-H148Q/I152L, iodide quench fluorescence; stronger effect = lower value | B-score at 10 µM | 340,000 tested, 0.3% active | AID 623877;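 active = fluorescence-ratio B-score plate-corrected deviation score at least 3 library SD below zero, with starting fluorescence score within 5 deviations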;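 note: channel opened by trigger with iodide after compound preincubation; score built on the fluorescence ratio of max minus min over baseline; more negative score means more quench and so TMEM16A activation or potentiation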
TRPC4 agonist: opens the mouse TRPC4 cation channel; Q9QUQ5; HEK293 TRPC4beta/mu-opioid, Fluo4 calcium fluorescence; stronger effect = higher value; B-score at 10 µM; 310,000 tested, 0.49% active; AID 2237;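 active = B-score above 5 SD of library B-scores, and initial fluorescence ratio not above library mean plus 5 SD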;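 note: positive B-score marks a calcium rise read as TRPC4 activation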
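Material: TRPC4beta and mu-opioid receptor HEK293 stable cells | Incubation: 45 min room-temperature Fluo4 loading, 110 s read | Detection: Kinetic Fluo4 calcium fluorescence | Measure: Integrated baseline-normalised fluorescence ratio, converted to per-well B score | Benchmarks: Low control buffer alone, high control maximal DAMGO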
TRPC4 PAM: TRPC4 (mouse) allosteric potentiation | Q9QUQ5 | HEK293 TRPC4beta/mu-opioid, DAMGO EC20, Fluo-4 Ca2+ flux; stronger effect = higher value | B-score at 10 µM | 310,000 tested, 0.42% active;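 active = B-score of calcium response area above 5 SD of library B-scores, with initial fluorescence ratio within 5 SD of library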;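 note: B-score of integrated fluorescence ratio over time as area under calcium response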
hERG protect: shields human hERG channel from block by proarrhythmic agents. Q12809. CHO-hERG, FluxOR thallium flux, dofetilide IC70 present. activation (rescue from dofetilide block), less the hit threshold, % at 10 µM. 310,000 tested, 0.51% active;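 active = activation above the mean of controls blocked by dofetilide plus 5 SD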;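 note: thallium influx through hERG after potassium depolarization seen as dye fluorescence rise; in these data hits start at about 4.7%; inactives centre near -7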
Target sequence (Q12809 whole entry, looked up): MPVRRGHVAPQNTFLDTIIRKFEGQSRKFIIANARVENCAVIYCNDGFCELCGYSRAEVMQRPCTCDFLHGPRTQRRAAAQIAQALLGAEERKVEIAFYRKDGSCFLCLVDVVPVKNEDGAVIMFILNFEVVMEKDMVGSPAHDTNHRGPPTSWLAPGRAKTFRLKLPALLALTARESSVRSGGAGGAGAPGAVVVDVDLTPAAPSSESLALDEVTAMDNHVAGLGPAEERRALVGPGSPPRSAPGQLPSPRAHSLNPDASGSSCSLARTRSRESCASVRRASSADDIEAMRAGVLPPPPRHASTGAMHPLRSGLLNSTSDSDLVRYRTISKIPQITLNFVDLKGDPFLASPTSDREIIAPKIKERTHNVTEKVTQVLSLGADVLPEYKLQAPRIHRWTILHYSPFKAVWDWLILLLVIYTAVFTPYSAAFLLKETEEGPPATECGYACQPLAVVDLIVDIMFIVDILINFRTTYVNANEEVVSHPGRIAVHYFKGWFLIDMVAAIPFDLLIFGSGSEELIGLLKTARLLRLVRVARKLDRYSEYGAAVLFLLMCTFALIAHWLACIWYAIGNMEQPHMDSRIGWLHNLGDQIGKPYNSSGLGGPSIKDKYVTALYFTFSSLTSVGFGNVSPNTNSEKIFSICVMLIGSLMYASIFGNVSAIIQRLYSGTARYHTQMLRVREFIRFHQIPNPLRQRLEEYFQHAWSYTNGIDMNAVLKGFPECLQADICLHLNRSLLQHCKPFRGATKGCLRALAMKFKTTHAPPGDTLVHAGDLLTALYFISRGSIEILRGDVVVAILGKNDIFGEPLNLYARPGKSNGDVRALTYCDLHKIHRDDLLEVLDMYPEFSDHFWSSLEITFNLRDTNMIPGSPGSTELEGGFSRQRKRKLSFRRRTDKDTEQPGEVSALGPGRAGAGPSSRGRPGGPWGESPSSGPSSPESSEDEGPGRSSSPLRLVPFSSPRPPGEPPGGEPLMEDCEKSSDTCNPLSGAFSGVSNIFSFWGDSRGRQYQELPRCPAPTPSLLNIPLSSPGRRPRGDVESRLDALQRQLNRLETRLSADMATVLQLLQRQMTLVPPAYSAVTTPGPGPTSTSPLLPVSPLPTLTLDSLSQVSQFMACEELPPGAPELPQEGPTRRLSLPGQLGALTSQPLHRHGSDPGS
HDAC3 inhib: blocks human histone deacetylase 3; O15379; recombinant HDAC3, fluorogenic peptide/trypsin coupled, fluorescence; inhibition, % at 8.3 µM; 320,000 tested, 0.15% active; AID 2718; in the data active = inhibition above about 26%, passing the limit was not always enough; inconclusive = no clear call, values can overlap the other calls
KCNQ1 inh: blocks the human KCNQ1 potassium channel; P51787; B-score at 10 µM; 310,000 tested, 1.3% active; CHO-K1 KCNQ1, FluxOR thallium flux fluorescence; stronger effect = higher value;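 active = compounds whose thallium flux B-score, printed positive for inhibition, exceeds three library SD while starting fluorescence stays within three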;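 note: channel opened by potassium depolarization with thallium stimulus after 20 min compound exposure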
KCNQ1 pot: human KCNQ1 channel potentiation or activation; 310,000 tested, 0.35% active; CHO-K1 KCNQ1, thallium flux FluxOR fluorescence; stronger effect = higher value; B-score at 10 µM; AID 2648;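 active = fluorescence ratio B-score, a plate-corrected score, at least three library SD, with initial intensity B-score within 5 SD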
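assay system = KCNQ1-transfected CHO-K1 cells | medium = assay buffer with matched DMSO | probe or stimulus = depolarizing K+/Tl+ stimulus, K2SO4 and Tl2SO4 each 12.5 mM in 5x stock | dosing = single dose | incubation = dye 90 min, compound 20 min, room temperature | detection = kinetic FluxOR fluorescence, 10 s baseline plus 110 s post-stimulus | evaluation = ratio B score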
ANO1 block: inhibitors of mouse TMEM16A calcium-activated chloride channel. Q8BHY3. HEK293 TMEM16A/YFP iodide influx fluorescence, ionomycin. AID 588511. normalized B-score (activity score, 25-100; higher = stronger inhibition) at 10 µM. 310,000 tested, 1.2% active;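 active = ratio plate-corrected score three or more library SD toward inhibition, starting fluorescence score within five deviations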;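 note: score derived from kinetic fluorescence span divided by baseline fluorescence per well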
* marks the source's active call; other numbers are inactive results; i = inactive; ? = inconclusive; / = not tested or not shown.

structure,KCNK9 inh,ANO1 block,KCNQ1 inh,TRPC4 PAM,TMEM16A act,KCNK3 block,KCNQ1 pot,DYRK1A inh,TRPC4 agonist,hERG protect,HDAC3 inhib
O=C1C(=O)N(c2nccs2)C(c2ccccc2F)/C1=C(\O)c1ccc2c(c1)OCCO2 (stereo not drawn),i,i,i,i,i,i,i,0,i,-8,8
NS(=O)(=O)c1ccc(-c2ccc(C=C3C(=O)c4ccccc4C3=O)o2)cc1,i,i,i,i,i,i,i,2,i,-7,1
COc1ccc(NC(=O)CC2C(=O)N(C)C(=S)N2Cc2ccc3c(c2)OCO3)cc1 (stereo not drawn),i,i,i,i,i,i,i,-6,i,-6,2
O=C(NCc1ccc2c(c1)OCO2)c1nnc(Cc2ccc(F)cc2)o1,i,i,i,i,i,i,i,1,i,-1,-3
CCn1c(-c2ccc(-c3ccccc3)cc2)c[nH]c1=S,i,i,i,i,i,i,i,2,i,-1,-3
CC(C)N(C(=O)c1ccc(-c2ccccc2F)cc1)C(C)C,i,i,i,i,i,i,i,/,i,-8,-2
COC(=O)Cc1c(C)nc2nc[nH]n2c1=O,i,i,i,i,i,i,i,-3,i,-28,-3
CCOc1ccc(N2CC(C(=O)OC)CC2=O)cc1 (stereo not drawn),i,i,i,i,i,i,i,3,i,-11,2
Cc1c(NC(=O)C(C)OC(=O)C(NC(=O)c2ccco2)C(C)C)c(=O)n(-c2ccccc2)n1C (stereo not drawn),i,i,i,i,i,i,i,7,i,-11,-4
CCN(CC)C(=O)CSc1nc2ncc(Br)cc2[nH]1,i,i,i,i,i,i,i,8,i,-2,3
COc1ccc(CNC(=O)COC(=O)c2cc(-c3ccc(Cl)s3)nc3ccccc23)cc1,i,i,i,i,i,i,i,13,i,-3,0
CN1CCNC(=O)C1CC(=O)NCCc1ccccc1F (stereo not drawn),i,i,i,i,i,i,i,4,i,-7,-1
COc1ccc(C(NC(C)=O)c2cc(Cl)c3cccnc3c2O)cc1 (stereo not drawn),i,i,i,i,i,i,i,2,i,-5,-4
Cc1cc(S(=O)(=O)N2CCC3(CC2)OCCN3S(=O)(=O)c2cccs2)ccc1F,i,i,i,i,i,i,i,-7,i,-8,-2
CC(C)[C@H](NC(=O)c1ccccc1Br)C(=O)OCc1nc2ccsc2c(=O)[nH]1,i,i,i,i,i,i,i,17,i,-8,6
CC1CN(CC(O)COC(c2ccc(Cl)cc2)c2ccc(Cl)cc2)CC(C)O1 (stereo not drawn),i,i,i,i,i,i,i,0,i,-20,10
O=C(O)COc1ccc(/C=C/C(=O)c2ccc3ccccc3c2)cc1,i,i,i,i,i,i,i,16,i,-12,6
Cc1ccc(OCc2n[nH]c(=S)n2-c2ccc(Cl)cc2)cc1,i,i,i,i,i,i,i,8,i,-9,2
Cc1ccc(S(=O)(=O)NC2CCOC(C)(C)C2)cc1 (stereo not drawn),i,i,i,i,i,i,i,5,i,-4,-6
Cc1ccc(NS(=O)(=O)c2ccc(C(=O)NCC(c3ccco3)N3CCCCC3)cc2)cc1 (stereo not drawn),i,i,i,i,i,i,i,1,i,-14,8
CCCCNc1nc(-c2ccccc2)nc(-n2ccnc2)n1,i,i,i,i,i,i,i,-10,i,-11,-1
COc1cccc(CNn2cnnc2)c1OCc1ccccc1F,i,i,i,i,i,i,i,10,i,-10,-5
N#Cc1ccsc1NC(=O)CCc1ccccc1,i,i,i,i,i,i,i,36,i,-17,-2
NC(=O)C1CCN(C(=O)c2cc(S(=O)(=O)N3CCOCC3)ccc2Cl)CC1,i,i,i,i,i,i,i,-3,i,-13,-4
CCn1ncc(CNC(=O)CCCSc2nc(-c3ccco3)cc(C(F)(F)F)n2)c1C,i,i,i,i,i,i,i,2,i,-6,4
O=C(CNC(=O)N1CC(=O)Nc2ccccc21)Nc1cccc(F)c1,i,i,i,i,i,i,i,-3,i,-12,-5
COCc1cc(C)nc2oc(C(=O)c3ccccc3)c(N)c12,i,i,i,i,i,i,i,/,i,-11,2
Cc1ccc(N(CC(=O)NCc2ccco2)S(=O)(=O)c2ccccc2)cc1,i,i,i,i,i,i,i,6,i,-10,-4
O=C(N1CCCC1)C12CC3CC(CC(C3)C1)C2,i,i,i,i,i,i,i,-1,i,3,/
CCc1cccc(NC(=O)C2CCCN2S(=O)(=O)c2ccc3c(c2)n(C)c(=O)c(=O)n3C)c1 (stereo not drawn),i,i,i,i,i,i,i,-9,i,-11,4
c1csc(-c2noc(CN3CCOCC3)n2)c1,i,i,i,i,i,i,i,/,i,-6,5
O=C(C1=C[C@@H](C2CC2)C[C@@H](OCc2ccc(CO)cc2)O1)N1CCOCC1,i,i,i,i,i,i,i,9,i,-6,-3
O=C(O)CCCCCn1c(SCC(=O)c2ccc(O)c(O)c2)nc2ccsc2c1=O,i,i,i,i,i,i,i,6,i,-12,2
CCCCc1c(C)c(C#N)c2nc3ccccc3n2c1NCCN(C)C,i,/,i,i,i,i,i,-3,i,-12,/
COc1ccc(C(=O)c2oc3nc(C)cc(C)c3c2N)cc1,i,i,i,i,i,i,i,-5,i,-6,1
O=C(CN1C(=O)C2CC=CCC2C1=O)Nc1nc2ccccc2s1 (stereo not drawn),i,i,i,i,i,i,i,37,i,-4,0
CCC1=C(OC(=O)N(CC)CC)N2C(=O)OC(=NCC3CC3)[C@]2(C)[C@H]2C1=CC[C@H]1C(=O)N(CC(=O)OC)C(=O)[C@H]12,/,i,/,/,i,i,/,5,/,/,0
Cc1ccc(S(=O)(=O)Nc2ccccc2CNc2c(C)n(C)n(-c3ccccc3)c2=O)cc1,i,i,i,i,i,i,i,12,i,-9,1
COC(=O)c1c(C)[nH]c(C(=O)NCc2ccco2)c1C,i,i,i,i,i,i,i,/,i,-2,-3
O=C(CN1C(=O)NC(Cc2c[nH]c3ccccc23)C1=O)NCC(F)(F)F (stereo not drawn),i,i,i,i,/,i,i,0,i,-5,-2
Cc1cccnc1NC(=O)c1cc2ccccc2oc1=O,i,i,i,i,i,i,i,/,i,-19,-10
COc1ccc(CC(=O)OC(C)C(=O)NCc2ccc3c(c2)OCO3)cc1OC (stereo not drawn),i,i,i,i,i,i,i,-3,i,-5,0
CCOC(=O)c1nc(NCc2ccccc2C)c2ccccc2n1,i,i,i,i,i,i,i,3,i,-3,0
CSc1ccccc1OCc1cc(C(=O)NCc2cnc(C)cn2)no1,i,i,i,i,i,i,i,0,i,-10,-1
COc1ccc(OC)c(NC(=O)C(CC(=O)O)Cc2ccc(Cl)cc2)c1 (stereo not drawn),i,i,i,i,i,i,i,-5,i,0,2
Cc1cccc(-c2nc3c(c(=O)c4ccccc4n3C)c(=O)n2-c2ccccc2)c1,i,i,i,i,i,i,i,3,i,-7,3
COc1ccc(C(=O)CSc2nnc(-c3cccnc3)n2Cc2ccco2)cc1,i,i,i,i,i,i,i,-2,i,-6,4
Cc1ccc(S(=O)(=O)N2CCOC2CNC(=O)C(=O)NCC(C)C)cc1 (stereo not drawn),i,i,i,i,i,i,i,1,i,-9,-2
Cc1cccc(N2C(=O)CSC23CCCCC3)c1,i,i,i,i,i,i,i,-1,i,-13,0
CCOC(=O)c1ncn2c1[C@@H]1CCNC1C(=O)c1cc(OC)ccc1-2 (stereo partly drawn),/,i,/,/,i,i,/,0,/,/,-4

(more compounds)
structure,KCNK9 inh,ANO1 block,KCNQ1 inh,TRPC4 PAM,TMEM16A act,KCNK3 block,KCNQ1 pot,DYRK1A inh,TRPC4 agonist,hERG protect,HDAC3 inhib
Nc1cccnc1S(=O)(=O)c1cccc(C(F)(F)F)c1,i,i,i,i,i,i,i,/,i,-11,0
COc1n[nH]c(C(=O)NCc2ccccc2)c1[N+](=O)[O-],i,i,i,i,i,i,i,-9,i,0,7
CCOC(=O)c1sc(Nc2cccc(C)c2C)nc1C,i,i,i,i,/,/,i,/,i,-9,?
COC(=O)c1cccc(C(=O)N2CCCC(Nc3ccc(C)c(C)c3)C2)c1 (stereo not drawn),i,i,i,i,i,i,i,/,i,-10,-5
O=C(c1ccc(F)cc1)N1CCOC(c2nc(-c3ccc(F)cc3)no2)C1 (stereo not drawn),/,i,/,/,i,i,/,10,/,/,2
Oc1cccc2cnccc12,i,i,i,i,i,i,i,32,i,-9,-5
CCOC(=O)N1CCN(c2c(NCCCN3CCCC(C)C3)c(=O)c2=O)CC1 (stereo not drawn),i,i,i,i,i,i,i,3,i,-15,2
CN1CCc2ccccc2C1Cc1ccccc1NC(=O)c1sc2ccccc2c1Cl (stereo not drawn),i,i,i,i,i,-9.3*,i,/,i,-11,9
COc1ccccc1CN1CC(C(=O)N(C)Cc2nc(C)cs2)CCC1=O (stereo not drawn),i,i,i,i,i,i,i,/,i,-4,/
O=c1ccn(-c2cccc(C(F)(F)F)c2)nc1-c1ccn(-c2cccc(Cl)c2)n1,i,i,i,i,i,i,i,-1,i,-5,0
CC(=O)c1c(C)[nH]c(=S)c(C#N)c1-c1ccc(Cl)cc1,i,i,i,i,i,i,i,/,i,0,-2
COCC(=O)N(Cc1cc2ccc(C)cc2[nH]c1=O)c1ccccc1C,i,i,i,i,i,i,i,-4,i,-4,-5
CN(C1CCS(=O)(=O)C1)S(=O)(=O)c1ccc2ccccc2c1 (stereo not drawn),i,i,i,i,i,i,i,-7,i,-8,0
Cc1cccc(NC(=O)CN2CCSc3ccccc32)c1,i,i,i,i,i,i,i,0,i,-10,5
Cc1ccc2c(c1)[C@@H]1CN(C)CC[C@@H]1N2S(=O)(=O)c1ccc(F)cc1,i,i,i,i,i,i,i,10,i,-13,-3
O=C1CCC(C(=O)N(CCO)Cc2ccccc2)CN1CCCN1CCOCC1 (stereo not drawn),i,i,i,i,i,i,i,0,i,-6,-3
CN(C)S(=O)(=O)c1cccc(C(=O)Nc2ccc3c(c2)CCC3)c1,i,i,i,i,i,i,i,5,i,-10,4
COc1ccc(NC(=O)CCc2c(C)nc3nc(C)nn3c2C)cc1,i,i,i,i,i,i,i,7,i,-9,-1
COC(=O)c1cc(Br)c(=O)n(-c2cccc(F)c2)c1,i,i,i,i,i,i,i,8,i,-2,-11

Some of the compounds tested, so the mix of outcomes need not match the whole.
